Bioassay records deposited in PubChem by National Center for Advancing Translational Sciences (NCATS).
GLP1R cytotox: cytotoxicity in counter-screen for GLP-1R inverse agonists; 0.13% of 410,000 active; Potency, µM (series often up to 38.3 µM), without a hit: at the highest dose activity change, negative = inhibition, hits mostly inhibitors; HEK293 cAMP-luciferase reporter cells, luminescence, 24 h;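 also: loss of luciferase light is scored as toxicity; potency is read from the fitted curve at half-maximal effect; % is scaled to controls: 0 for no effect and ±100 for the full control effect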
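Here, cytotoxicity is scored as loss of luminescence. The MLSMR collection was tested on cells seeded in medium containing 10% Nu serum, with a 24 hr compound exposure preceded by 12 hours of culture.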
PI5P4Ka inh: inhibitors of human PI5P4K alpha | P48426 | PI5P4Kalpha enzyme, ADP-Glo luminescence, 60 min; stronger effect = lower value | max response, % | 1.2% of 330,000 active | AID 652105; active = max response of -50% or lower; inconclusive = between -30% and -50%; inactive = -30% or higher; also: value at the top dose of about 77 µM; % is scaled to controls: 0 for no effect and ±100 for the full control effect
Target sequence (P48426 whole entry, looked up): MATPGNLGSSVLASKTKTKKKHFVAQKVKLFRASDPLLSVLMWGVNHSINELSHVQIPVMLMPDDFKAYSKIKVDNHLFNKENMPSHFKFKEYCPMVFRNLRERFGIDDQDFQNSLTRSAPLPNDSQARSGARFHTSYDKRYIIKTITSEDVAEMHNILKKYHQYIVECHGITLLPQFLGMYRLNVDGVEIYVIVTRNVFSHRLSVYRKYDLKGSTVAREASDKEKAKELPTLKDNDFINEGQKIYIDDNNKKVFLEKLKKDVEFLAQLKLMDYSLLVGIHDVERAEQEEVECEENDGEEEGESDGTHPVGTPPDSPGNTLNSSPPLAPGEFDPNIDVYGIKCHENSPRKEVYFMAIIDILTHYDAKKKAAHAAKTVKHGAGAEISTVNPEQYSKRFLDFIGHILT
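Human PI5P4Kalpha with substrate in 0.038 M HEPES pH 7.4, 0.28 mM EGTA, 0.1% CHAPS, 5% DMSO; reaction started with 5 microM ATP (final), 60 min at room temperature. ADP formed read by ADP-Glo luminescence.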
EPAC1 antagonist: blocks human EPAC1 exchange factor. O95398. 0.14% of 360,000 active. EPAC1 GEF assay, Rap1b-BODIPY-GDP exchange fluorescence. Potency, µM (top dose mostly 115 µM), without a hit: top-dose activity change, negative = inhibition, hits mostly inhibitors;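 also: potency is read from the fitted curve at half-maximal effect; plate controls were vehicle for no effect and positive control for full effect; nearly all actives have a fitted effect of over 50% in size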
PTHR1 agonist: PTHR1 (human) receptor agonism; Q03431; HEK293 GP2 PTHR1 cells, GloSensor cAMP luminescence, 1 h; Potency, µM (doses to about 115 µM), for the others: at the top dose activation, actives largely listed as activators; 0.075% of 410,000 active; AID 743266; also: potency is read from the fitted curve at half-maximal effect; nearly all actives have a fitted effect of over 55% in size; some results filed as inactive show a strong effect at the top dose; inactives centre near -15; many of its hits are not listed in these tables
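HEK-293-derived GP2 cells expressing PTHR1 and a GloSensor cAMP reporter, 3,000/well, plated overnight, given luciferin plus IBMX (each 0.5 mM as added) for 1 h at 37 °C, then compound for 1 h at 37 °C. Luminescence was read after 15 min at room temperature.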
IL2 activator: activators of IL-2; 0.065% of 360,000 active; IL-2 activation reporter assay, cell-based qHTS; stimulated with anti-CD3/CD4/CD28 beads; in transgenic mouse T cells; AID 652025; activation, % (series mostly up to about 46 µM); in the data active = activation above about 50%; inconclusive = mostly about 30% to 49%; also: 0% is about no effect
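EGFP and DsRed fluorescence is measured by plate cytometry in unstimulated transgenic mouse T cells exposed to compound for 60 minutes, then stimulated 18 hours at 37 degrees C with anti-CD3/anti-CD4 beads plus anti-CD28.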
GLP-1R agonist: GLP-1 receptor (human) agonism | AID 624172 | Potency, µM (doses to about 45.6 µM), for the others: top-dose activation, hits mostly activators | HEK293 GLP-1R CRE-luciferase, luminescence, 4-6 h; cells express a hypersensitive GLP-1R form | 0.007% of 380,000 active; also: potency is read from the fitted curve at half-maximal effect; % of control where 0% means no effect
EPAC1 agonist: activates human EPAC1 exchange factor. EPAC1 agonist qHTS, biochemical assay; response scale: 100% = response to 6.5 mM cAMP. Potency, µM (top dose mostly 154 µM), without a hit: top-dose activation, usual class: activators. 0.073% of 360,000 active; also: potency is read from the fitted curve at half-maximal effect; nearly all actives have a fitted effect of over 60% in size
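Nucleotide exchange by EPAC1 (100 nM) on Rap1B–BODIPY-GDP (250 nM) in the presence of 50 uM GDP is tracked fluorescently at 480/540 nm over 30 min. Signals are normalized to a 6.5 mM cAMP control.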
GLP-1R inv ag: GLP-1 receptor (human) inverse agonism. P43220. HEK293 GLP-1R CRE-luciferase, luminescence, 24 h; GLP-1R form is constitutively active. Potency, µM (series often up to 38.3 µM), for the others: top-dose activity change, negative = inhibition, most hits filed as inhibitors. 1.6% of 410,000 active. AID 624417; also: potency is read from the fitted curve at half-maximal effect; % is scaled to controls: 0 for no effect and ±100 for the full control effect; nearly all actives have a fitted effect of over 55% in size
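Inverse agonists were sought by their lowering of basal cAMP reporter luciferase output in HEK293 cells stably carrying constitutively active human GLP-1R, after 24 h compound treatment.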
PLK1 PBD block: PLK1 (human) polo-box domain binding inhibition. 2.8% of 360,000 active. Plk1 PBD binding of FITC phosphopeptide, fluorescence polarization. P53350. Potency, µM, without a hit: max response, negative = inhibition, usual class: inhibitors; also: potency is read from the fitted curve at half-maximal effect; series mostly up to about 57 µM; % is scaled to controls: 0 for no effect and ±100 for the full control effect; nearly all actives have a fitted effect of over 65% in size
Target sequence (P53350 whole entry, looked up, the tested form may be a part): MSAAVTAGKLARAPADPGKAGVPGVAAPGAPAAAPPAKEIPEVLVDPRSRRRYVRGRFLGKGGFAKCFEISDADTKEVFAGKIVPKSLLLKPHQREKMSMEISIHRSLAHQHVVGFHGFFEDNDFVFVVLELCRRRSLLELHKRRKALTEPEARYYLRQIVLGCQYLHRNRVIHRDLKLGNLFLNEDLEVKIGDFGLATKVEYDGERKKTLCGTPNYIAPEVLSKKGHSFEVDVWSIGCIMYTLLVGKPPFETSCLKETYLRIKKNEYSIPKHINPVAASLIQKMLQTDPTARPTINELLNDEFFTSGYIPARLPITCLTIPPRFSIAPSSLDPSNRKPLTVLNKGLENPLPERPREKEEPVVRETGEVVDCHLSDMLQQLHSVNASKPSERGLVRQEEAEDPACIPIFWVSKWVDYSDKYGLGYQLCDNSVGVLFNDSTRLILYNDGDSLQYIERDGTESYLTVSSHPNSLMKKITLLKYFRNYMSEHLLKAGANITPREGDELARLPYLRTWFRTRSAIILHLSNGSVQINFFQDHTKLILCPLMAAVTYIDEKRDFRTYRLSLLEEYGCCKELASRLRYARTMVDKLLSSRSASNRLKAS
* marks the source's active call; other numbers are inactive results; i = inactive; ? = inconclusive; · = not tested or not shown; [ ] = remark or other dose. Unless noted, calls follow the shape of the dose curve; as a rule, active = well fitted curve in the direction sought with a large enough effect; inconclusive = small, poorly fitted or top-dose-only effect, or another doubt; inactive = no such curve, though single readings can be large; an effect the other way counts as inactive or inconclusive. A portion of the library; rates above refer to the full screens.

SMILES	GLP1R cytotox	PI5P4Ka inh	EPAC1 antagonist	PTHR1 agonist	IL2 activator	GLP-1R agonist	EPAC1 agonist	GLP-1R inv ag	PLK1 PBD block
O=C(CSc1ccc([N+](=O)[O-])cn1)Nc1ccccc1N1CCOCC1	9%	7	-6%	-58%	-5.8	4%	3%	15%	-17%
CSc1nc2nc(-c3cccs3)cc(C(F)(F)F)c2c(=O)[nH]1	-13%	6	21%	-3%	0.6	11%	7%	29%	-11%
c1ccc(CNc2ccc(N3CCOCC3)cc2)cc1	·	·	-10%	-32%[inhibitor]	-2.2	24%	7%	·	·
O=C1c2ccccc2C(O)N1Cc1ccccc1Cl (stereo not given)	3%	4	?	-7%	-1.0	7%	-9%	0%	2%
COc1ccc(NC(=O)CSc2nc3ccccc3c(=O)n2CCNC(C)=O)c(OC)c1	-7%	·	-1%	i	-1.0	-10%	8%	8%	-7%
Cc1ccc(CN(Cc2ccco2)C(=S)NCC(=O)NCc2cccnc2)cc1	6%	-14	-4%	-17%	-0.2	16%	6%	1%	?
Cc1ccccc1OC(C)C(=O)NC1CCCC1 (stereo not given)	-5%	-7	19%	i	-0.2	-12%	10%	3%	-7%
CNC(=O)CSc1nnnn1-c1ccc(C)cc1C	2%	1	3%	-9%[57.5 µM]	0.0	-10%	2%	4%	-4%
Cc1ccccc1Nc1nnc(SCc2cc(=O)n3ccsc3n2)s1	-3%	·	3%	7%[57.5 µM]	3.8	24%	5%	61%[activator]	-8%
CCc1ccc(OCc2n[nH]c(=S)n2C(C)CCCC(C)C)cc1 (stereo not given)	-22%	19	-22%	-23%	-0.5	-3%	-23%	?	1%
COC(=O)C1=C(C(=O)OC)[C@@H]2N(C)c3ccccc3[C@@]23C[C@@H](CO)N=C3N1	6%	-5	-4%	-22%	0.3	0%	3%	17%	-6%
CCC1CCCCN1C(=O)c1ccc(OC)c(OC2CCN(C(C)=O)CC2)c1 (stereo not given)	-1%	-16	-21%	i	0.5	-1%	20%	34%[activator]	-11%
CSc1ccccc1NC(=O)C1(C)CCN1C(=O)Cc1ccc(-c2ccccc2)cc1 (stereo not given)	6%	33	-21%	-80%[inhibitor]	0.4	16%	-4%	?	-2%
N#CCSc1nc2ccccc2c(=O)n1C1CCCCC1	-3%	0	-8%	i	0.0	?	19%	4%	-7%
O=C(NCCN1CCOCC1)c1ccc(Cl)cc1O	1%	-8	-21%	-9%	3.2	7%	-4%	19%	1%
CCC1CCCCN1S(=O)(=O)c1ccc(S(=O)(=O)N2CCN(S(=O)(=O)CC)CC2)cc1 (stereo not given)	-29%	2	5%	i	-0.2	-1%	-8%	?	0%
COc1ccc2cc(C(C)C(=O)OC(C)C)ccc2c1 (stereo not given)	16%	13	-14%	i	-3.9	19%	-24%	-2%	-10%
O=C(NCc1nc2ccccc2[nH]1)C1=C[C@@H](C2CCCCC2)C[C@@H](OCCCCO)O1	-17%	-1	-16%	i	-0.5	-5%	-11%	25%	-3%
COc1ccc(C2CC(=O)N3C(=C2C#N)SCC3(O)c2ccccc2)cc1 (stereo not given)	-7%	·	1%	i	-0.6	5%	10%	0%	-2%
CC(=O)N1c2ccc(S(=O)(=O)N3CCC(C(=O)N4CCCCC4)CC3)cc2CC1C (stereo not given)	1%	5	6%	-9%	-1.6	6%	4%	-23%	-2%
Cc1ccc(C(=O)OCC(=O)N2CCNC2=O)c(C)c1	-5%	-1	0%	-8%	-0.3	7%	9%	-3%	1%
CC(C)Oc1c(Cl)cc(CNC(C)(C)CO)cc1Cl	0%	·	5%	3%[57.5 µM]	2.1	6%	2%	-30%	-1%
CCCCCN(C(=O)COC(=O)Cc1c(C)nc2ccccc2c1C)c1c(N)n(CCCC)c(=O)[nH]c1=O	-1%	3	24%	-24%	-2.4	-1%	-23%	-8%	-7%
Fc1ccc(-n2nnc(-c3ccccc3Br)n2)cc1	2%	-1	-12%	i	0.6	-8%	-4%	-12%	-8%
CN(C)S(=O)(=O)c1ccc(Cl)c(NC(=O)COC(=O)C2CSC3(C)CCC(=O)N23)c1 (stereo not given)	8%	-9	?	-9%	-1.2	2%	7%	2%	-10%
CC1Oc2ccccc2N(CC(=O)N2CCCC2)C1=O (stereo not given)	-7%	-7	18%	i	1.1	-8%	-3%	3%	-9%
CCCCn1c(/N=C/c2c[nH]c3ccccc23)nc2ccccc21	8%	·	-19%	-35%[inhibitor]	-3.4	3%	23%	0%	-3%
CC1(C(=O)NC2CCCC2)CCC(=O)N1CCCn1ccnc1 (stereo not given)	2%	0	0%	-13%	0.5	6%	4%	8%	-12%
CCCn1c(SCC(=O)N2CCCc3ccccc32)nnc1-c1ccco1	1%	0	8%	-11%[57.5 µM]	4.1	-1%	-5%	?	-2%
COc1cccc(CCNC(=O)c2c(O)nc3cc(C)ccn3c2=O)c1	0%	·	·	-18%	·	-1%	·	16%	·
COc1ccc(-c2noc(-c3ccccc3F)n2)cc1	-2%	9	?	-37%[inhibitor]	-0.4	-7%	-15%	?	-13%
COc1nc2ccccc2nc1CCC(=O)O	1%	-3	?	i	-1.1	0%	0%	-5%	30µM*
O=S(=O)(c1cccc(Br)c1)N1CCN(C(=S)NCC2CCCO2)CC1 (stereo not given)	7%	3	-6%	-34%[inhibitor]	-2.4	-1%	-2%	-31%	-3%
Cc1ccc(NC(=O)Nc2cccc(Cl)c2)c(C(=O)O)c1	-4%	-11	-6%	-9%	-0.8	-1%	-8%	-6%	19µM*
COC(=O)C1CCN(C(=O)c2oc3c(Cl)cc(C)cc3c2C)CC1	8%	14	-18%	-33%[inhibitor]	0.8	26%	6%	15%	-13%
Clc1ccc(SCc2nc3ccccc3[nH]2)cc1	-16%	·	-5%	-1%[57.5 µM]	1.2	-4%	11%	0%	-8%
C=CCc1ccc(OCCCNC2CCCC2)c(OC)c1	-1%	1	3%	i	-0.6	3%	0%	?	2%
Cc1nc(C(C)NC(=O)CCc2nnc(CCCc3ccccc3)o2)c(C)s1 (stereo not given)	15%[7.66 µM]	2	-9%	-24%	1.7	6%	5%	7%[7.66 µM]	-15%
COCCNC(=O)c1ccc2c(c1)ncn2-c1ccc(F)c(F)c1	-17%	-7	-1%	i	-0.3	2%	-3%	111%[activator]	-21%
O=C(/N=C1\NC(=O)C(F)(C(F)(F)F)S1)NC1CCCCC1 (stereo not given)	6%	-61*	-1%	-12%	0.0	-15%	5%	9%	13µM*
COc1ccc(-c2cc(C(=O)N3CCN(C(=O)c4ccccc4F)CC3)[nH]n2)cc1	-4%	-5	-11%	i	0.1	0%	6%	-14%	-10%
Cn1c(SCC(=O)N2CCN(S(=O)(=O)c3ccc(Cl)cc3)CC2)nc2ccccc21	1%	0	-3%	-37%[inhibitor]	2.9	2%	-4%	0%	-10%
O=C(NCc1ccco1)c1ccc2c(c1)N(Cc1ccc(Cl)cc1)C(=O)c1ccccc1S2=O (stereo not given)	-10%	·	·	-1%	·	-5%	·	?	·
CN(c1ccccc1)S(=O)(=O)c1cccc(NC(=O)C2CCCO2)c1 (stereo not given)	-5%	5	?	-5%	0.4	3%	-1%	1%	-13%
[O-][n+]1c2ccc3nonc3c2nn1-c1ccccc1Cl	-17%	0	-2%	i	-0.5	-12%	-3%	7%	0%
O=C(NN1C(=O)NC2(CCCCC2)C1=O)c1ccc(-c2ccc([N+](=O)[O-])cc2)o1	1%	-24	-2%	-20%	2.9	2%	2%	?	-19%
Cn1cccc1C(=O)OCc1cc(Cl)cc2c1OCOC2	43%	7	-12%	i	-1.7	13%	8%	-22%	-9%
CCC(C)[C@H](NC(=O)NCc1ccc(Cl)cc1)C(=O)O (stereo not given in full)	-1%	-3	4%	-5%	2.0	-2%	2%	0%	1%
O=C(CN1C(=O)S/C(=C\c2cccc(Cl)c2)C1=O)NC1C=CS(=O)(=O)C1 (stereo not given)	-1%	2	-10%	-44%	-2.1	-2%	-3%	41%[activator]	1%
Cc1ccc(-n2nnnc2SCC(=O)NCC2(N3CCOCC3)CCCCC2)cc1	2%	2	-9%	-12%	-1.1	0%	?	?	-9%
CCC1CCCCN1S(=O)(=O)c1ccc(C(=O)Nc2sc3c(c2C(=O)NC)CCC3)cc1 (stereo not given)	2%	·	·	i	·	5%	·	-18%	·
CCOC(=O)C1=C(C)NC(=O)NC1c1ccc(OC(=O)c2ccco2)c(OC)c1 (stereo not given)	-7%	·	-2%	i	-1.2	3%	-2%	0%	0%
Cc1cc(OC(=O)c2ccc(Cl)cc2Cl)c([N+](=O)[O-])c(=O)[nH]1	-6%	-4	1%	-19%	-0.4	-6%	1%	20%	-21%
O=C(COC(=O)c1cc([N+](=O)[O-])ccc1N1CCOCC1)Nc1ccc(Cl)cc1	?	4	-7%	-47%[inhibitor]	-0.9	11%	6%	-12%	0%
CC[C@H](NC(=O)c1c(C)c(-c2ccccc2)nc2ccccc12)c1ccccc1	-7%	-5	2%	i	-0.5	5%	-10%	-9%	-14%
CCCCNC(=O)C1CCN(S(=O)(=O)c2c(C)noc2/C=C\c2ccc(OC)cc2)CC1	2%	1	12%	-21%	-3.4	-2%	5%	-14%	-2%
COc1cc(NC(=O)c2cccs2)c(C(=O)OCC(=O)NCc2ccccc2)cc1OC	14%	0	-8%	i	2.0	5%	0%	11%	1%

Pulled one by one from above (2):
SMILES	GLP1R cytotox	PI5P4Ka inh	EPAC1 antagonist	PTHR1 agonist	IL2 activator	GLP-1R agonist	EPAC1 agonist	GLP-1R inv ag	PLK1 PBD block
[O-][n+]1c2ccc3nonc3c2nn1-c1ccccc1Cl	-17%	0	-2%	i	-0.5	-12%	-3%	7%	0%
Cn1cccc1C(=O)OCc1cc(Cl)cc2c1OCOC2	43%	7	-12%	i	-1.7	13%	8%	-22%	-9%
